Screening results deposited in PubChem BioAssay by NCI.
Growth percent in the NCI-60 one-dose screen (48 h, 10 µM unless noted): 100 = growth as untreated, 0 = no growth, -100 = all killed.
HCT-15 = HCT-15 colon cancer | 82,000 tested, 5.2% active
KM12 = KM12 colon cancer cells; 82,000 tested, 5% active
SNB-19 = SNB-19 CNS cancer cells | 81,000 tested, 2.5% active | AID 1794751
HT29 = HT29 colon cancer; 81,000 tested, 7.4% active; AID 1794748
SW-620 = SW-620 colon cancer. AID 1794795. 82,000 tested, 5.2% active
HCT-116 = HCT-116 colon cancer; 82,000 tested, 7.3% active; AID 1794798
HCC-2998 = HCC-2998 colon cancer; 79,000 tested, 4.7% active
SNB-75 = SNB-75 CNS cancer; AID 1794750; 79,000 tested, 5% active
SF-268 = SF-268 CNS cancer cells; 82,000 tested, 3.1% active; AID 1794759
An asterisk follows results filed as active; / = no result given; & = joins results of further samples. Rule for the calls: active = growth percent below 10; inactive = the rest.

SMILES,HCT-15,SNB-75,HT29,SNB-19,KM12,HCT-116,SW-620,HCC-2998,SF-268
Oc1ccc2nc3nc4ccc[nH]c4cc3c2c1,94.8,86.0,101.6,94.6,92.2,94.9,100.3,113.5,88.4
O=C(CNc1cccnc1)Nc1ccc(Cl)cc1,97.5,94.6,99.0,105.2,92.1,/,105.3,95.9,100.6
NS(=O)(=O)c1ccc(CCn2c(SCC(=O)N/N=C/c3ccc4c(c3)OCO4)nc3ccccc3c2=O)cc1,98.2,87.4,96.2,96.7,92.6,99.2,96.5,105.2,92.9
NS(=O)(=O)c1ccc(-n2ncc3c2ncn2c(Nc4ccccc4)nnc32)cc1,101.5,122.6,104.4,116.5,115.5,102.4,102.9,114.6,124.5
N#CC(=O)Nc1cccc(Cl)c1,98.3,96.1,104.2,105.1,107.8,100.9,103.6,105.1,100.6
Fc1ccc2nc(-c3c(-c4ccccc4)nc4ncccn34)[nH]c2c1,98.7,79.1,95.6,101.1,104.0,98.7,101.0,99.6,115.8
COc1ccc(-c2nc(SCC(C)C)nc(N/N=C\c3ccccc3O)c2C#N)cc1,93.7,101.6,106.2,101.5,101.8,66.5,88.4,96.4,95.8
CCSc1ccc(C(=O)O)cc1,101.3,88.6,106.2,105.1,101.8,113.1,109.7,113.1,117.0
N#Cc1c(-c2cccc(Cl)c2)cc(-c2ccccc2Br)[nH]c1=O,82.9,63.6,113.2,91.8,95.3,102.7,97.9,113.7,94.8
CC(=O)NC1=C(C#N)C(c2ccccc2)c2c(ccc3ccccc23)O1 (stereo not drawn),87.7,88.2,105.8,88.2,88.5,91.1,90.8,99.2,88.6
O=C(O)[C@@H]1c2ccccc2C(=O)N(c2ccccc2)[C@H]1c1ccccc1,104.5,78.9,81.3,108.9,86.7,82.4,103.5,96.4,101.2
CCOC(=O)c1c([N+](=O)[O-])c(C)[nH]c(=O)c1C#N,99.4,100.0,111.4,104.6,115.5,111.3,107.4,/,103.4

Shown with two lines to a compound: 6 of the compounds above
Order of results – HCT-15, SNB-75, HT29, SNB-19, KM12, HCT-116, SW-620, HCC-2998, SF-268
- O=C(CNc1cccnc1)Nc1ccc(Cl)cc1
    97.5, 94.6, 99.0, 105.2, 92.1, /, 105.3, 95.9, 100.6
- NS(=O)(=O)c1ccc(CCn2c(SCC(=O)N/N=C/c3ccc4c(c3)OCO4)nc3ccccc3c2=O)cc1
    98.2, 87.4, 96.2, 96.7, 92.6, 99.2, 96.5, 105.2, 92.9
- NS(=O)(=O)c1ccc(-n2ncc3c2ncn2c(Nc4ccccc4)nnc32)cc1
    101.5, 122.6, 104.4, 116.5, 115.5, 102.4, 102.9, 114.6, 124.5
- N#CC(=O)Nc1cccc(Cl)c1
    98.3, 96.1, 104.2, 105.1, 107.8, 100.9, 103.6, 105.1, 100.6
- Fc1ccc2nc(-c3c(-c4ccccc4)nc4ncccn34)[nH]c2c1
    98.7, 79.1, 95.6, 101.1, 104.0, 98.7, 101.0, 99.6, 115.8
- COc1ccc(-c2nc(SCC(C)C)nc(N/N=C\c3ccccc3O)c2C#N)cc1
    93.7, 101.6, 106.2, 101.5, 101.8, 66.5, 88.4, 96.4, 95.8

Other compounds follow.
SMILES,HCT-15,SNB-75,HT29,SNB-19,KM12,HCT-116,SW-620,HCC-2998,SF-268
OC(COc1ccccc1)CN1CCN(c2cccc(Cl)c2)CC1 (stereo not drawn),118.8,106.8,93.7,111.1,108.8,100.8,104.7,/,105.0
Cc1sc2nc(NCCc3c[nH]c4ccc(F)cc34)[nH]c(=O)c2c1C,58.3,81.6,99.8,101.1,99.3,73.6,94.9,109.6,86.7
C#Cc1cccc(Nc2ncnc3ccc(-c4cnc(N)nc4)cc23)c1,23.1,6.3*,48.0,47.2,68.6,47.9,60.9,64.7,32.7
Cc1cccc2nnc(-c3ccccc3)n12,100.8,107.0,105.6,97.1,107.8,103.8,111.5,102.1,111.3
O=C(Nc1ccccc1[N+](=O)[O-])c1ccc(Cl)cc1Cl,107.9,98.4,92.1,98.5,115.4,101.9,98.6,102.5,104.1
O=C1NC(c2ccccc2[N+](=O)[O-])c2sc3c(F)cccc3c2C1Cl (stereo not drawn),101.5,88.3,109.9,102.2,100.7,88.6,97.6,127.4,89.5
COc1cc(C2NCCc3cc4c(cc32)OCO4)cc(OC)c1OC (stereo not drawn),112.5,83.7,111.9,100.7,98.9,105.2,100.4,108.4,104.7
Cc1nn2c(CCC(=O)c3nc4ccc([N+](=O)[O-])cc4[nH]3)nnc2s1,100.0,99.6,63.8,109.1,96.0,/,104.4,90.9,99.6
COc1ccc(-c2cnc3sc4c(-c5ccccc5)n[nH]c(=O)c4n23)cc1,106.5,100.1,95.8,100.1,94.1,90.0,100.9,111.6,100.6
CC(C)CCNC(=O)/C=C/Cn1cc(Br)c2ncccc2c1=O,104.5,85.3,117.0,/,112.4,96.9,99.6,108.9,122.3
CCOc1ccc(C(=O)O)cc1,95.7,89.2,103.2,111.7,112.4,99.0,99.7,104.0,110.4
O=C1Nc2ccc(F)cc2/C1=C/c1ccc(OCc2ccc(Br)cc2F)cc1,68.8,94.4,80.6,65.1,76.3,47.5,77.9,93.4,73.4
COc1cc(CNCCN2C(=O)c3ccc4c5c(ccc(c35)C2=O)C(=O)N(CCNCc2cc(OC)c(OC)c(OC)c2)C4=O)cc(OC)c1OC,-66.2*,-98.0*,-52.3*,-79.8*,-92.5*,-99.7*,-87.3*,-100.0*,-46.8*
Nc1ncc(-c2ccc3ncnc(N4CCc5cc(F)c(Cl)cc54)c3c2)cc1C=O,26.5,-38.3*,16.4,37.0,39.2,36.6,37.9,21.2,18.1
COc1cccc(/C=C/C(=O)c2cc3c(N)c(C(=O)Nc4ccccc4)sc3nc2C)c1,-35.1*,3.0*,-7.5*,-3.9*,17.6,14.9,0.1*,-37.0*,18.2
CCCSc1nnc(-c2ccc(-c3ccccc3)nc2C)o1,95.0,93.2,105.9,97.9,96.2,100.1,105.0,108.0,94.9
CC(C)c1nc2ccccc2n1CC(=O)N/N=C/c1cccc(O)c1,104.2,94.1,104.3,91.8,103.0,87.0,93.6,104.2,99.2
Oc1ccc(CSc2nnc(-c3ccc(Br)cc3)o2)c2cccnc12,10.7,/,110.9,20.0,19.1,23.0,17.7,44.9,31.3
CC(C)C(=O)OCCN(CCc1ccccc1)CCc1ccccc1,102.1,90.6,93.8,107.1,100.9,100.8,107.0,101.1,91.9
CC(C)(C)c1ccc(C(=O)Nc2ccc(C(=O)NNC(=O)CCCCCCCC(=O)NNC(=O)c3ccc(NC(=O)c4ccc(C(C)(C)C)cc4)cc3)cc2)cc1,72.7,103.8,61.6,94.1,75.7,89.8,72.0,98.6,80.7
OC(COc1ccccc1Cl)CN1CCCC1 (stereo not drawn),122.1,/,120.3,106.3,116.0,104.5,110.4,107.5,109.3
COc1ccc(NC(=O)Nc2ccc(OCc3cccc(OC)c3)cc2)cc1,105.0,95.0,111.9,100.0,105.3,106.3,105.5,117.6,112.7
Cn1c(-c2c(N)n(CCCN3CCOCC3)c3nc(C#N)c(C#N)nc23)nc2ccccc21,67.1,38.4,68.0,76.1,75.6,22.7,39.7,80.0,76.2
CCC(C)Sc1nc(N)nc2c1ncn2C1OC(CO)C(O)C1O (stereo not drawn),115.2,114.0,107.8,122.2,101.7,90.7,110.6,105.5,109.4
CC[C@H]1OC(=O)[C@H](C)[C@@H](O[C@H]2C[C@@](C)(OC)[C@@H](O)[C@H](C)O2)[C@H](C)[C@@H](O[C@@H]2O[C@H](C)C[C@H](N(C)C)[C@H]2O)[C@](C)(OC)C/C(C)=C2/O[C@@]1(C)C=C2C,-33.5*,49.1,-7.1*,57.4,18.2,4.6*,-100.0*,-85.8*,64.1
CCOC(=O)N1CCN(C(=O)OCC)CC1,102.5,95.6,105.4,92.9,106.0,101.1,109.7,97.1,97.5
Cn1c2ccccc2c2c3c(c4c5cccnc5[nH]c4c21)C(=O)N(O)C3=O,67.4,61.0,28.9,38.1,65.9,36.3,45.4,54.4,38.2
CN1CCN(Cc2ccc(NC(=O)c3cccc(C#Cc4c(N)ncc5ccc(F)cc45)c3)cc2C(F)(F)F)CC1,-77.9*,-92.4*,-56.1*,-85.9*,-82.1*,-93.1*,-91.6*,-86.8*,-45.8*
O=C(Nc1ccc2ccccc2c1)C(F)(F)F,105.0,86.7,108.7,95.8,103.9,100.8,109.7,105.7,95.0
CS(=O)(=O)Nc1cc(-c2ccc3ncnc(Nc4cccc5[nH]ncc45)c3c2)cnc1Cl,96.3,82.5,97.7,92.1,100.1,89.2,98.0,98.2,70.7
CCCn1cnc2c(c1=N)C(c1ccc(Cl)cc1)c1sc3c(F)cccc3c1O2 (stereo not drawn),40.9,90.2,20.8,87.5,66.6,57.8,55.5,-20.0*,83.8
CC(=O)C1CCC2C3CC(F)C4=CC(=O)CCC4(C)C3C(O)CC12C (stereo not drawn),108.0,103.3,100.6,108.5,110.6,89.9,109.0,105.3,105.6
N#C/C(=C\c1cccs1)c1cc2ccccc2[nH]1,42.0,79.1,104.6,90.0,61.5,87.9,82.2,57.2,85.7
O=C1NC(=NC23CC4CC(CC(C4)C2)C3)N/C1=C\c1ccc2ncsc2c1,-3.3*,-44.1*,13.6,6.1*,2.3*,14.1,5.0*,16.2,-11.5*
CCOC(=O)c1cnc2ccc(OC)cc2c1NCc1ccccc1,99.7,72.7,93.8,100.5,105.7,93.5,92.6,86.8,96.6
COc1cc(/C=C2\CN(C)C/C(=C\c3cc(CN4CCCCC4)c(O)c(OC)c3)C2=O)cc(CN2CCCCC2)c1O,18.6,66.9,3.6*,70.9,6.0*,30.7,20.0,16.1,41.0
CC1=N/C(=C\c2ccco2)C(=O)N1CCc1ccc(S(N)(=O)=O)cc1,104.0,83.9,105.5,96.0,102.4,94.5,95.7,113.9,99.5
Cc1nc2ccc(OCc3cn(Cc4ccccc4)nn3)cc2c(=O)n1CC(=O)NO,102.2,91.4,94.9,105.0,96.1,101.3,106.1,97.0,94.6
CCc1c(C)cc(-c2ccccc2N)c2[nH]c3ccccc3c12,90.7,90.2,90.6,106.0,90.9,78.8,97.1,116.4,91.1
NC(C(=O)O)C1=CCC=CC1 (stereo not drawn),104.7,85.7,122.4,106.0,104.1,104.5,110.0,101.0,105.2
CO/N=C(\c1ccccc1)c1oc2ccc(N)cc2c1C,97.2,87.9,103.8,106.0,90.1,96.2,104.6,104.7,91.3
Cc1cn(-c2cc(NC(=O)c3cncc(C#Cc4cnc5ccc(O[C@@H]6CCOC6)nn45)c3)cc(C(F)(F)F)c2)cn1,-31.2*,-63.3*,-14.0*,-7.5*,-21.5*,-95.7*,6.0*,-13.7*,-42.1*
O=S(=O)(NO)c1ccccc1,96.6,101.8,97.7,128.6,111.0,118.1,104.5,102.8,99.8
COc1ccc(-c2nc3sc(C)nn3c2/C=C/C(=O)c2cc(OC)c(OC)c(OC)c2)cc1,99.8,86.1,103.1,111.9,101.4,98.5,103.5,/,95.3
c1ccc(Cn2cc(-c3nc4ccccc4s3)c3cccnc32)cc1,109.2,91.0,100.0,109.6,92.6,100.3,105.2,107.5,99.0
COc1ccc(-c2cc(-c3ccc(Nc4ncnc5cc(Cl)ccc45)cc3)nc(N3CCOCC3)n2)cc1OC,95.7,96.3,99.5,90.8,94.5,79.1,89.8,108.4,81.3
CCOC(=O)c1cc(-c2ccc(Br)cc2)n(-c2ccc(OC)cc2)n1,90.6,84.6,84.9,87.8,100.5,80.5,94.2,105.1,95.2
Cc1[nH]n(-c2cccc(Cl)c2)c(=O)c1/C=C1\C=c2ccccc2=CC1=O,49.9,-5.5*,13.5,31.4,21.2,8.7*,31.0,-22.2*,47.2
CCC[C@@H](C)/C=C(\C)[C@H]1O[C@@](O)(CC)[C@H](C)C(=O)[C@@H]1C,101.6,75.3,105.9,101.3,96.2,104.0,97.2,96.2,95.0
C=CCOC(C)OCC=C,103.6,91.6,93.8,104.3,101.0,89.9,108.6,99.7,101.2
COC(=O)C1C(O)CCC2CN3CCc4c([nH]c5ccccc45)C3CC21 (stereo not drawn),104.6&99.2,100.8&96.3,88.4&88.0,95.9&98.8,102.2&110.8,98.5&99.7,87.0&91.0,106.1&92.5,90.7&102.4
COc1ccc(-n2cnc3c(sc4ncccc43)c2=O)cc1,98.7,/,107.8,107.0,112.5,109.8,108.8,/,107.3
COc1ccc(NC(=O)c2sc3nc4c(cc3c2N)CN(Cc2ccccc2)CC4)cc1,87.4,82.0,95.0,93.6,76.1,96.2,90.2,107.5,80.6
Brc1ccc(-c2nnc(N3c4ccccc4C=Cc4ccccc43)o2)cc1,33.5,/,81.6,84.4,78.6,47.8,92.2,114.4,75.3
Clc1cccc(Cc2cn3cc(-c4ccccc4)nc3s2)c1,40.4,73.8,53.4,65.8,12.1,42.6,30.2,17.7,64.9
CCOCC(C)C(CC(=O)OCC)(OCC)OCC (stereo not drawn),99.8,85.6,103.4,102.7,106.3,94.4,101.2,91.9,104.4
CC(=O)[C@@]1(O)CC[C@H]2[C@@H]3CC[C@@H]4C[C@H](O)CC[C@]4(C)[C@H]3C(=O)C[C@@]21C,103.6,91.7,99.8,106.5,115.2,98.8,111.6,/,101.8
CC(C1=C(CN(C(=O)Cc2cn(-c3ccccc3)nc2-c2ccc(Cl)cc2)C(C)C)Cc2ccccc21)c1ccccn1 (stereo not drawn),54.2,80.7,32.9,76.9,54.8,31.9,75.8,68.0,74.5
